From PubChem BioAssay
Shiga toxin inh = A qHTS for Small Molecule Inhibitors of Shiga Toxin; Vero cells, Shiga toxin protein synthesis inhibition reporter; inhibition, % at 38.7 µM; hit rate 9.2% among 290,000; in the data active = inhibition mostly above about 28%, no sharp cut-off; inactive = mostly below about 43%; also: 0% is about no effect
Pf growth 48h = Primary qHTS for delayed death inhibitors of the malarial parasite plastid, 48 hour incubation | P. falciparum luciferase growth in erythrocytes, 48 h | Potency, µM (highest dose often 28.7 µM), without a hit: at the top dose activity change, negative = inhibition, usual class: inhibitors | hit rate 5.9% among 310,000 | AID 504832, 2011; also: potency is read from the fitted curve at half-maximal effect; % is scaled to controls: 0 for no effect and ±100 for the full control effect
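Growth was read as firefly luciferase luminescence after a 48 h, 37 C, 5% CO2 exposure of compounds to reporter-bearing P. falciparum cultures (0.1% parasitemia, 2% hematocrit final) in Albumax-supplemented RPMI 1640.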
Pf growth 96h = Primary qHTS for delayed death inhibitors of the malarial parasite plastid, 96 hour incubation; P. falciparum luciferase reporter growth, 96 h; Potency, µM (highest dose often 28.7 µM), for inactives: top-dose activity change, negative = inhibition, hits mostly inhibitors; hit rate 6.9% among 320,000; also: potency is read from the fitted curve at half-maximal effect; % is scaled to controls: 0 for no effect and ±100 for the full control effect
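Infected RBCs, 2% Hct / 0.05% parasitemia final; luciferase-reporter P. falciparum; cpd 96 h, 37 C, 5% CO2; luciferase detection reagent; luminescence.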
Giardia FBPA inh = qHTS Assay for Inhibitors of Fructose-1,6-bisphosphate Aldolase from Giardia Lamblia. A8B2U2. purified Giardia FBPA. Potency, µM (series often up to 59.6 µM), for the others: top-dose activity, negative = inhibition, actives largely listed as inhibitors. hit rate 0.71% among 290,000. AID 2451, 2010; also: potency is read from the fitted curve at half-maximal effect; % is scaled to controls: 0 for no effect and ±100 for the full control effect; nearly all actives have a fitted effect of over 55% in size
Target sequence (A8B2U2 whole entry, looked up): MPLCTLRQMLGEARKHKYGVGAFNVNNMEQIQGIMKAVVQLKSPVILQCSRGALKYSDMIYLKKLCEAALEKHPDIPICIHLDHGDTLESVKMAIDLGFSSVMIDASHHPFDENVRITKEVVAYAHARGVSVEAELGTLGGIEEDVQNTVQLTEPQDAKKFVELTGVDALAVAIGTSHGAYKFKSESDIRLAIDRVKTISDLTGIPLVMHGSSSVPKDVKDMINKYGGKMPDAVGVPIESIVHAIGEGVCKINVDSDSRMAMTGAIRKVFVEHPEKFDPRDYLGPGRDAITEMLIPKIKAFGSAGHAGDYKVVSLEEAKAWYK
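Giardia FBPA (40 nM reagent) was preincubated 10 min at RT with compound (up to 57.5 uM final), then substrate plus GAPDH/TPI/NAD/arsenate coupling system with diaphorase/resazurin was added; resorufin fluorescence (525/598 nm) was read after 20 min.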
Cycloheximide cs = Cycloheximide Counterscreen for Small Molecule Inhibitors of Shiga Toxin; cell reporter, cycloheximide protein synthesis inhibition counterscreen; max response, %; hit rate 12% among 300,000; AID 2314, 2010; in the data active = max response mostly above about 13%, no sharp cut-off; inactive = mostly below about 14%; also: read at 38.3 µM for the half of the compounds with a filed dose; 0% is about no effect
Sm TGR inh = qHTS Assay for the Inhibitors of Schistosoma Mansoni Peroxiredoxins; purified TGR, DTNB reduction, TNB absorbance 405 nm; Potency, µM (doses to about 114 µM), for inactives: at the top dose activity change, negative = inhibition, actives largely listed as inhibitors; hit rate 3% among 360,000; also: potency is read from the fitted curve at half-maximal effect; % is scaled to controls: 0 for no effect and ±100 for the full control effect; nearly all actives have a fitted effect of over 60% in size
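TGR 20 nM + NADPH 100 uM (dispensed conc.), cpd preinc 15 min RT; start with NADPH (500 uM addition) then DTNB (15 mM addition). Kinetic TNB absorbance, 405 nm filter. Four-parameter Hill fit across titration.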
* = called active by the depositor; ? = inconclusive; . = not tested or not shown; & = joins results of further samples; ! = not active in a repeat; [ ] = another dose, or the depositor's remark. Unless noted, calls follow the shape of the dose curve; as a rule, active = well fitted curve in the direction sought with a large enough effect; inconclusive = small, poorly fitted or top-dose-only effect, or another doubt; inactive = no such curve, though single readings can be large; an effect the other way counts as inactive or inconclusive.

item | structure | Shiga toxin inh | Pf growth 48h | Pf growth 96h
1 | C=CC1=C(C(=O)O)N2C(=O)[C@@H](NC(=O)C(N=O)c3csc(N)n3)[C@H]2SC1 (stereo partly specified) | -4 | -11% | 2%
2 | O=C(O)CNC(=O)c1ccccc1I | -10 | 2% | 12%
3 | COc1cc2c(c(OC)c1OC)-c1c(cc3c(c1OC)OCO3)[C@@H](OC(C)=O)[C@H](C)[C@H](C)C2 | 17 | 13µM* | 10µM*
4 | NC(=O)c1cn(Cc2c(F)cccc2F)nn1 | 1 | -1%&6% | 32%&-8%[activator]
5 | CCC[C@H](N[C@@H](C)C(=O)N1[C@@H]2CCCC[C@H]2C[C@H]1C(=O)O)C(=O)OCC | 23 | . | .
6 | CCc1cc(=O)oc2c(CNC(Cc3ccccc3)C(=O)O)c(O)ccc12 (stereo unspecified) | 51 | 21% | 21%
7 | CCN(CC)CCOC(=O)C1(c2ccccc2)CCCC1 | -3 | -5% | -2%&-1%
8 | COc1ccc(/C=C/C(=O)Nc2ccccc2C(=O)O)cc1OC | 50&10 | 103%&-14%[activator] | ?
9 | O=C(CCNNC(=O)c1ccncc1)NCc1ccccc1 | -8 | -8%&-11% | ?
10 | CC(C(=O)O)c1ccc(C(=O)c2cccs2)cc1 (stereo unspecified) | . | -9% | 43%[activator]

item | Giardia FBPA inh | Cycloheximide cs | Sm TGR inh
1 | 16µM* | 3 | .
2 | 1% | -5 | .
3 | -5% | -4 | -2%
4 | 0% | 0 | -5%
5 | -1% | -5 | .
6 | -1% | 12 | -20%
7 | -5% | 3 | 7%
8 | -26%&7%&-12% | 23&12 | -2%&0%
9 | 0% | -3 | 40µM*
10 | 16% | . | -2%

Going on with the list.
item | structure | Shiga toxin inh | Pf growth 48h | Pf growth 96h
11 | CC[N+](C)(CC)CCOC(=O)C(O)(c1ccccc1)C1CCCCC1 (stereo unspecified) | -10 | 12µM*! | 13µM*!
12 | CCCn1cnc2c1c(=O)n(CCCCC(C)=O)c(=O)n2C | . | 12µM* | 56%[activator]
13 | CC[C@H](C)C(N)C(=O)O (stereo partly specified) | -4 | . | .
14 | COc1ccc(C2=NC(c3ccc(Cl)cc3)C(c3ccc(Cl)cc3)N2C(=O)N2CCNC(=O)C2)c(OC(C)C)c1 (stereo unspecified) | -4 | . | .
15 | NC(=O)c1cccc(-c2cc(Nc3ccc(OC(F)(F)F)cc3)ncn2)c1 | 26 | 13µM* | 15µM*
16 | CCC(C)[C@@H](N)C(=O)O (stereo partly specified) | -8 | 2% | -11%
17 | Oc1ccc(/C=C/c2cc(O)cc(O)c2)cc1 | 20* | 2% | 2%
18 | CCOc1ccc(NC(=O)Cn2cc(C(=O)c3ccco3)c3ccccc32)cc1 | -2 | . | 9%
19 | Cc1nc2ccccn2c(=O)c1CCN1CCC(C(=O)c2ccc(F)cc2)CC1 | -9 | ? | 11µM*
20 | CC(COc1ccccc1)NC(C)C(O)c1ccc(O)cc1 (stereo unspecified) | -15 | -14% | ?

item | Giardia FBPA inh | Cycloheximide cs | Sm TGR inh
11 | -7% | -2 | 8%
12 | -6% | . | .
13 | -2% | -2 | .
14 | -6% | -2 | .
15 | -9% | 13* | 2%
16 | -4% | -4 | .
17 | 2%&7%&14%&-9% | 26* | 6%
18 | -3% | -1 | 8%&-9%
19 | 1%&-2%&4% | -1 | 7%
20 | 0%&3% | -2 | 4%

Following part
item | structure | Shiga toxin inh | Pf growth 48h | Pf growth 96h
21 | CN1CCOC(c2ccccc2)c2ccccc2C1 (stereo unspecified) | -13 | 29% | 10µM*
22 | CC1(C)Cc2c(sc(NC(=S)NC(=O)c3ccccc3)c2C(=O)O)CO1 | 3 | 3% | 10%
23 | C/C=C(/C)C(=O)O[C@@H]1c2c(ccc3ccc(=O)oc23)OC(C)(C)[C@@H]1OC(=O)/C(C)=C\C | -9 | 6.6µM* | 6.6µM*
24 | CC(=O)OCC1=C[C@@H]2OC(=O)C3=CO[C@@H](O[C@@H]4O[C@H](CO)[C@@H](O)[C@H](O)[C@H]4O)[C@H]1[C@@H]32 | . | 4% | 42%[activator]
25 | c1ccc(CC2=NCCN2)cc1 | -21 | -26%[12.8 µM] | ?
26 | CC(=O)c1ccc2c(c1)N(CCCN(C)C)c1ccccc1S2 | . | ? | ?
27 | CCOC(=O)C(CCc1ccccc1)NC(C)C(=O)N1Cc2ccccc2CC1C(=O)O (stereo unspecified) | . | -4% | -7%
28 | CCCCCCCCCCCCCCC[C@H](O)[C@H](N)CO | . | -29% | ?
29 | CCCNC(C)C(=O)Nc1c(C)csc1C(=O)OC (stereo unspecified) | . | 4% | 3%
30 | Cc1cc(-c2ccccc2)nnc1NCCN1CCOCC1 | 12 | -2%&-13% | -18%&-21%

item | Giardia FBPA inh | Cycloheximide cs | Sm TGR inh
21 | ? | -2 | -29%
22 | -6% | 2 | .
23 | 3% | -2 | -9%
24 | . | . | 3%
25 | -11% | -3 | 4%
26 | 5%[21.7 µM] | . | .
27 | 0% | . | .
28 | -2% | . | .
29 | . | . | 3%
30 | -12% | -1 | -6%

(further entries)
item | structure | Shiga toxin inh | Pf growth 48h | Pf growth 96h
31 | CN1CCN(CCC(=O)N2c3ccccc3Sc3ccc(C(F)(F)F)cc32)CC1 | 12 | ? | 11µM*
32 | CC[C@H](Cc1c(I)cc(I)c(N)c1I)C(=O)O | . | -6%[12.8 µM] | 0%[12.8 µM]
33 | CCCN[C@@H](C)C(=O)Nc1c(C)csc1C(=O)OC | . | -11%[12.8 µM] | 9%[12.8 µM]
34 | CCCCCCO | . | 35%[activator] | 33%[activator]
35 | Cc1c(NC(=O)c2cccnc2)c(=O)n(-c2ccccc2)n1C | 12 | 54%[activator] | 108%[activator]
36 | CC(=O)NC(Cc1ccccc1)C(=O)O (stereo unspecified) | -6 | 17%&2% | -13%&7%
37 | O=c1[nH]c2cc(C(F)(F)F)c(N3CCOCC3)cc2n(CP(=O)(O)O)c1=O | -4 | 12% | 16%
38 | CCC(=O)O | 61 | . | .
39 | CCOC(=O)c1ccc(N)cc1 | . | -1% | 1%
40 | O=C(c1ccc(F)cc1)C1CCN(CCn2c(=O)[nH]c3ccccc3c2=O)CC1 | -12 | 6.6µM* | 11µM*

item | Giardia FBPA inh | Cycloheximide cs | Sm TGR inh
31 | ? | 10 | -5%
32 | 3%[21.7 µM] | . | .
33 | -2%[21.7 µM] | . | .
34 | . | . | -25%
35 | 2% | -3 | -5%
36 | 10% | 2 | 1%
37 | 6% | -3 | .
38 | 6% | 25 | .
39 | 1% | . | -5%
40 | -15% | -6 | -8%

Reprinted from the part before: 4 entries; new compounds follow.
item | structure | Shiga toxin inh | Pf growth 48h | Pf growth 96h
37 | O=c1[nH]c2cc(C(F)(F)F)c(N3CCOCC3)cc2n(CP(=O)(O)O)c1=O | -4 | 12% | 16%
38 | CCC(=O)O | 61 | . | .
39 | CCOC(=O)c1ccc(N)cc1 | . | -1% | 1%
40 | O=C(c1ccc(F)cc1)C1CCN(CCn2c(=O)[nH]c3ccccc3c2=O)CC1 | -12 | 6.6µM* | 11µM*
41 | COc1ccc(C(=O)CC(=O)c2ccc(C(C)(C)C)cc2)cc1 | . | 75%[activator] | 3%
42 | CC[n+]1c(C)sc2cc(OC)ccc21 | 29 | -1% | ?
43 | O=C(NCCc1c[nH]c2ccccc12)c1cccnc1 | 43 | 1%&20% | 7%
44 | CN(C)CCOC(=O)[C@@H](c1ccccc1)C1(O)CCCC1 | . | 36%[activator] | 48%[activator]
45 | CCOc1ccc(C(=O)OCCN(CC)CC)cc1 | 31&25 | 2% | 7%&-25%
46 | CCN(CC)CCNC(=O)c1cc(Cl)c(N)cc1OC | -8 | 3%&-14% | -10%&10%
47 | CN1CCN(C(c2ccccc2)c2ccccc2)CC1 | . | ? | 6%
48 | CCC(C)n1ncn(-c2ccc(N3CCN(c4ccc(OCC5COC(Cn6cncn6)(c6ccc(Cl)cc6Cl)O5)cc4)CC3)cc2)c1=O (stereo unspecified) | -2&-3 | 3.4µM* | -12%
49 | CC1(C)O[C@@H]2C[C@@H]3[C@H]4C[C@@H](F)C5=CC(=O)C=C[C@]5(C)[C@@]4(F)[C@@H](O)C[C@]3(C)[C@]2(C(=O)CO)O1 | 1 | ? | ?
50 | O=C(O)CCC/C=C\C[C@@H]1[C@@H](CC[C@@H](O)CCc2ccccc2)[C@H](O)C[C@@H]1O | -18 | . | .

item | Giardia FBPA inh | Cycloheximide cs | Sm TGR inh
37 | 6% | -3 | .
38 | 6% | 25 | .
39 | 1% | . | -5%
40 | -15% | -6 | -8%
41 | 1% | . | .
42 | -10% | 6 | -2%
43 | 2% | 20 | -2%
44 | 0%[21.7 µM] | . | .
45 | -5%&-8% | 15&1 | -1%
46 | -3% | -3 | -33%
47 | 2% | . | 6%
48 | 1%&8%&0% | 0&-3 | 8%&-1%
49 | -2% | 8 | .
50 | 6% | -3 | .

Continuation.
item | structure | Shiga toxin inh | Pf growth 48h | Pf growth 96h
51 | Cc1c(I)c(=O)n(-c2ccccc2)n1C | -1 | -6% | -11%
52 | CC12CCC(CC1)C(C)(C)O2 | . | -1% | -3%
53 | CC(C)C1C(=O)N(S(C)(=O)=O)[C@H]2CCN(C(=O)/C=C/CN3CCCCC3)[C@@H]12 (stereo partly specified) | -6 | . | .
54 | C/C=C\C(=O)N(CC)c1ccccc1C | . | -12%[12.8 µM] | 4%[12.8 µM]
55 | CN(C(=O)CCCOc1ccc2[nH]c(=O)ccc2c1)C1CCCCC1 | . | ? | 0.6µM*
56 | COc1ccc(S(=O)(=O)N2c3ccc(Cl)cc3[C@](O)(c3ccccc3Cl)[C@@H]2C(=O)N2CCC[C@H]2C(N)=O)cc1OC | . | ? | 9.5µM*
57 | OC(C#CCN1CCCC1)(c1ccccc1)c1ccccc1 | -5 | ? | 9.5µM*
58 | Cc1ccc(CN2CCN(Cc3cccc4nccnc34)CC2CCO)cc1 (stereo unspecified) | 2 | 5% | -5%
59 | c1ccc(CN(CC2=NCCN2)c2ccccc2)cc1 | -6&-13 | -25%&-10%&-13% | 12µM*!
60 | Cn1c(=O)c2c(ncn2CC2OCCO2)n(C)c1=O | 3&-7 | 6%&8% | 40%&11%[activator]

item | Giardia FBPA inh | Cycloheximide cs | Sm TGR inh
51 | -4% | -4 | .
52 | 8% | . | .
53 | -3% | 4 | .
54 | -4%[21.7 µM] | . | .
55 | -1%&7% | . | .
56 | 0% | . | .
57 | . | -2 | -32%
58 | 8% | -1 | -4%
59 | 1% | -2&-1 | 0%&6%
60 | -13%&-2% | 10&-5 | 7%

Next part.
item | structure | Shiga toxin inh | Pf growth 48h | Pf growth 96h
61 | C[C@]12CCC(=O)C=C1CC[C@@H]1[C@@H]2CC[C@@]2(C)[C@H]1CC[C@]2(O)C(=O)CO | -10 | 3%&-13% | ?
62 | C1CCC(C(CC2CCCCN2)C2CCCCC2)CC1 (stereo unspecified) | -22 | 3.7µM* | 4.1µM*
63 | CC(=O)c1ccc(S(=O)(=O)NC(=O)NC2CCCCC2)cc1 | . | 16%&7% | 109%&5%[activator]
64 | OCCN1CCN(CCCN2c3ccccc3Sc3ccc(Cl)cc32)CC1 | -21 | 12µM* | 6.6µM*
65 | COc1ccccc1N1CCN(CCCNc2cc(=O)n(C)c(=O)n2C)CC1 | 5 | ? | ?

item | Giardia FBPA inh | Cycloheximide cs | Sm TGR inh
61 | -17%&-2% | -2 | 3%
62 | 3%&8% | -8 | -2%&3%
63 | 1% | . | -12%
64 | -2% | -6 | -9%
65 | -2% | 2 | 0%

A portion of the library, so the mix of outcomes need not match the whole.
